Screening results as filed in PubChem BioAssay.
KAT2A inh – qHTS Assay for Inhibitors of GCN5L2; AID 504327, 2011; Potency, µM (series often up to 58.9 µM), inactives show at the highest dose activity change, negative = inhibition, most hits filed as inhibitors; Histone acetyltransferase KAT2A (Homo sapiens), Q92830; 390,000 tested, 0.21% active; GCN5L2 HAT assay, ThioGlo1 CoA-SH fluorescence
Target sequence (Q92830 whole entry, looked up): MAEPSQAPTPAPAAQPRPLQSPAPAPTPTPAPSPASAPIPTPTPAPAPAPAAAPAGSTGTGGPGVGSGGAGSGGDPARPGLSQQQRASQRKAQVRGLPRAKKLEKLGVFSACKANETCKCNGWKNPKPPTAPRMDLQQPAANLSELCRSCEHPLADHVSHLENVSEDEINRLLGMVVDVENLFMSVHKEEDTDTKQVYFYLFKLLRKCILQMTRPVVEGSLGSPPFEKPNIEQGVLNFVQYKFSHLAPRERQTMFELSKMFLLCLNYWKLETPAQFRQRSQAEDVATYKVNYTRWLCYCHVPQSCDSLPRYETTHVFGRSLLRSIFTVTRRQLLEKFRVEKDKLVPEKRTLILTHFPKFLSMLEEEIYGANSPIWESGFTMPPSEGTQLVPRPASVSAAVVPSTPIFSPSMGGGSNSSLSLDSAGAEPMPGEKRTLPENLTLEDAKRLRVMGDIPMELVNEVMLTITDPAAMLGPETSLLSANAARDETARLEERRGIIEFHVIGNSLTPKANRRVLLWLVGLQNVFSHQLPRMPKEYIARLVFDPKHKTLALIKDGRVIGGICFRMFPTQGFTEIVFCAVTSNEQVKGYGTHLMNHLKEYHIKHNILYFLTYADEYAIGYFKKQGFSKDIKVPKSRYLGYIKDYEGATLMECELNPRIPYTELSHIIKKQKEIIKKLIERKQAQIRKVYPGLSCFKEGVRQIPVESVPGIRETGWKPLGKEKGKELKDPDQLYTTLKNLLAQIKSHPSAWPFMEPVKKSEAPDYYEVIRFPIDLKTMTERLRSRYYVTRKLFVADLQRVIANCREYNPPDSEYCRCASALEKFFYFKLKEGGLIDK
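Fluorescence readout, Ex340nm/Em540nm: ThioGlo1 (50uM final) reacts with free CoA thiol released as 20nM GCN5L2 acetylates H3(1-25) peptide (75uM) using acetyl-CoA (70uM). Compound and enzyme sat 15 min beforehand; 20 min room-temperature reaction.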
FEN1 inh – qHTS Assay for the Inhibitors of Human Flap endonuclease 1 (FEN1) | 390,000 tested, 0.35% active | P39748 | Recombinant FEN1 flap cleavage, fluorescence, 15 min | Potency, µM (titrated, usually from 114 µM), for the others: at the top dose activity change, negative = inhibition, most hits filed as inhibitors; further: nearly all actives have a fitted effect of over 65% in size
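Read-out was taken twice, immediately and after 15 min, following addition of 50 nM substrate to 10 nM FEN1 that had sat with test compound for 15 min at room temperature. Curves came from a four-parameter Hill model.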
TDP1 cell CPT – qHTS for Inhibitors of human tyrosyl-DNA phosphodiesterase 1 (TDP1): qHTS in cells in presence of CPT; chicken DT40 Tdp1-/-;hTDP1 cells + 20 nM CPT, ATP luminescence, 48 h; Potency, µM (top dose mostly 46.2 µM), without a hit: at the top dose activity change, negative = growth inhibition, actives largely listed as inhibitors; 420,000 tested, 12% active; AID 686979, 2013; further: nearly all actives have a fitted effect of over 55% in size
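Cell growth measured by CellTiter-Glo luminescence after a minimum 48 h, 37 C compound exposure with 20 nM CPT in Tdp1-knockout DT40 cells stably expressing hTDP1, seeded 400/well; qHTS titration format.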
The depositor's hits bear a star; u = inconclusive; x = not tested or not shown; & = joins results of further samples; [ ] = dose if it differs, or a comment. The call rests on the fitted dose curve; in most records, active means well fitted curve in the direction sought with a large enough effect; inconclusive means small, poorly fitted or top-dose-only effect, or another doubt; inactive means no such curve, though single readings can be large; an effect the other way counts as inactive or inconclusive. On the % scale 0 is the no-effect control and ±100 the full control effect; potency means the concentration at half of the fitted maximal effect. Some of the compounds tested; count on the stated rates, not on these rows.

structure,KAT2A inh,FEN1 inh,TDP1 cell CPT
CCCc1cc(=O)oc2cc(C)cc(OCC(=O)N3CCC(C(N)=O)CC3)c12,-15%,21%,15%
O=C1NC(=Nc2ccccc2)S/C1=C/c1cccs1,-20%,1%,-17%
CCc1ccccc1-n1ncc(C(=O)Nc2ccc(OC)cc2)c1C,x,-4%,-7%
CCOC(=O)c1ccc(N=c2sc(C(=O)OC)cc(=O)n2C2CC2)cc1,-10%,-1%,-10%
Cc1nc2ccc(S(=O)(=O)NCC(=O)NC(C)c3ccccc3)cc2s1 (configuration not stated),-8%,-2%,-5%
CC1CCCC(C)N1CC(O)Cn1c2ccccc2c2ccccc21 (configuration not stated),-3%,-1%,1.8µM*
Cc1c(N=Cc2ccc[nH]2)c(=O)n(-c2ccccc2)n1C,-8%,-16%,-6%
CC(C)CCNC(=O)c1c[nH]c2ccc(S(=O)(=O)N3CCOCC3)cc2c1=O,-2%,-2%,u
CC(C)(C)OC(=O)N1CCC(c2c(C(=O)N3CCCCC3)cnn2-c2ccc(F)cc2F)CC1,10%,0%,u
O=C(COC(=O)Cc1ccccc1F)NNC(=O)c1ccc([N+](=O)[O-])cc1,-7%,1%,-10%
O=C(NNC(=O)c1ccncc1)Nc1ccccc1,1%,1%,-9%
CCc1nc2sc(C#N)c(N)c2c2c1CCCC2,x,-3%,-7%
c1ccc(-c2cc3ccccc3[nH]2)cc1,-11%,5%,-22%
Cc1c(/C=N/NC(=O)C2(O)c3ccccc3-c3ccccc32)cnn1C,1%,-6%,-20%
COc1cc(-c2n[nH]c(=S)n2C(C)c2ccccc2)cc(OC)c1OC (configuration not stated),-9%,-5%,u
COCC(=O)N(Cc1cc2cccc(C)c2[nH]c1=O)c1ccccc1,-1%,-1%,35%[activator]
COc1cc(Cl)c(C)cc1NC(=O)CSCC#N,4%,0%,-21%
Cc1cc(C)c[n+](-c2nc3ccccc3nc2[N-]S(=O)(=O)c2cccs2)c1,19%,6%,5%
Cc1cc(C(C)(C)C)cc(C)c1CCNC(=O)c1c(C)noc1C,-2%,12%,29µM*
CN(C)c1ncc2ncc(=O)n(CCC#N)c2n1,-12%,x,-19%
Cn1ccc(C(=O)N/N=C/c2c[nH]c3ccccc23)n1,-5%,11%,-1%
O=C(CSc1nc2[nH]ncc2c(=O)[nH]1)Nc1ccccc1,-1%,5%,14%
CCCCn1c(O)c(C=NCCCN(C)C)c(=O)[nH]c1=O,1%,7%,-12%
N#C/C(=N\Nc1ccc(F)cc1)C(=O)C1CC1,-8%,2%,u
O=C1c2c(O)cc(O)cc2OC(c2ccc(O)c(O)c2)C1O (configuration not stated),-7%,x,14%
CC(=O)Oc1cccc(/C=C2\Sc3ccccc3C2=O)c1,u,u,7%
CCOC(=O)c1cccc(NC(=O)Cn2c(CC(=O)NC)nc3ccccc32)c1,-3%,-12%,-20%
Cn1c(CNC(=O)C2CCC(=O)N(CCc3cccc(F)c3)C2)nc2ccccc21 (configuration not stated),0%,15%,u
Cc1occc1-c1nnc(SCC(=O)Nc2nccs2)n1CCc1ccccc1,-7%,3%,15µM*
Cc1cc(=O)oc2cc(OCC(=O)N3CCCc4ccccc43)ccc12,-14%,6%,u

Reformatted: 2 of the compounds above
COc1cc(Cl)c(C)cc1NC(=O)CSCC#N
  KAT2A inh = 4%
  FEN1 inh = 0%
  TDP1 cell CPT = -21%
c1ccc(-c2cc3ccccc3[nH]2)cc1
  KAT2A inh = -11%
  FEN1 inh = 5%
  TDP1 cell CPT = -22%

(listing goes on)
structure,KAT2A inh,FEN1 inh,TDP1 cell CPT
N#CC1=C(N)Oc2nc[nH]c(=O)c2C1c1cccs1 (configuration not stated),2%,-3%,4%
CCOC(=O)C(=Nc1ccccc1)NO,-5%,-9%,-7%
CCC(=O)c1cc2c(C)cc(=O)oc2c(C)c1OC(=O)C(C)C,1%,-3%,u
O=C(CSc1nncn1-c1cccnc1)N(c1ccccc1)c1ccccc1,1%,-16%,12%
c1ccc(CCn2c3ccccc3c3nnc(SCc4ccc5nonc5c4)nc32)cc1,-8%,13%,15µM*
CCCN(CCC)C(=O)CC(c1ccccc1)C1CCOC(C)(C)C1 (configuration not stated),2%,4%,u
Cc1ccc(N2C(=O)c3cccc([N+](=O)[O-])c3C2=O)cc1C,-8%,3%,-1%
Cc1cccc(NC(=O)CSc2ccc(-c3sc(-c4ccccc4)nc3C)nn2)c1C,0%,-9%,u
O=C(COC(=O)C1CCCO1)Nc1cccc(C(F)(F)F)c1 (configuration not stated),3%,-2%,-30%
COc1cccc(CN(C)C(=O)c2cc(-c3ccc(F)cc3)nc3ccccc23)c1,u,-7%,21µM*
O=C(N/N=C/c1c[nH]c2ccccc12)c1cccc(Cl)c1,-17%,-17%,-15%
Cc1ccc(OCc2cc(C(=O)NC(C)Cc3cccc(C)n3)no2)cn1 (configuration not stated),u,-1%,13µM*
Cc1cc(N=Nc2ccc(C)c(N=Nc3cc(C)c(N)cc3N)c2)c(N)cc1N,-9%,22µM*,u
CN(C)Cc1ccccc1Sc1ccc2c(c1)CCCC2,x,-9%,u
CC1CN(c2ccc(Cl)nn2)CC(C)O1 (configuration not stated),-4%,20%,8%
Cc1nc2cccnc2n1-c1cccc(C(=O)NCCc2ccc(Cl)cc2)c1,0%,-3%,u
CC(C)c1ccc(NC(=S)N2CCN(C)CC2)cc1,-3%,11%,u
NS(=O)(=O)c1ccc(CCNC(=O)COC(=O)Cc2ccc([N+](=O)[O-])cc2)cc1,-2%,-8%,4%
Cc1cccc(NS(=O)(=O)c2ccc(-n3cccn3)cc2)c1C,-7%&0%,-16%&-9%,13µM*
CCOc1ccc(NC(=O)c2ccc(NC(=O)CCS(=O)(=O)c3cccs3)cc2)cc1,-4%,-11%,2%
Cc1ccc(S(=O)(=O)c2nc(NN(C)C)sc2Cl)cc1,-5%,-13%,-19%
CC(C)C[C@@H](CSc1ccc(Br)cc1)N1CCN(C)CCC1=O,-9%,-9%,u
Cc1c(C2C(C#N)=C(N)N(c3ccccc3C#N)C3=C2C(=O)CCC3)cnn1C (configuration not stated),0%,0%,-10%
CC[C@]12C(=O)N(C)C[C@H]([C@@H]3C(=O)N(Cc4ccccc4)C(=O)[C@@H]31)N2C(=O)c1ccc(C(F)(F)F)cc1,x,21%,-11%
Fc1cccc(Cl)c1Cn1c(-c2cccs2)nc2ccccc21,-2%,u,u
Cc1cc(C)c2c(CC(=O)N(Cc3ccccc3)C3CCS(=O)(=O)C3)coc2c1 (configuration not stated),-2%,6%,u
COc1ccc(CCN(C)C(=O)c2ccc(COc3ccccc3)o2)cc1OC,u,3%,u
Cn1c(=O)n(Cc2ccc(F)cc2)c(=O)c2c1nc1n2CCCN1C1CCCCC1,-10%,-7%,23µM*
CC(C)c1ccc(NC(=O)c2cc3c(=O)oc4ccccc4c3s2)cc1,-1%,-1%,-1%
CCCOC(=O)c1ccc(NC(=O)CCC(=O)OCC)cc1,-4%,3%,2%

Structures listed so far containing a CF3 group (2):
structure,KAT2A inh,FEN1 inh,TDP1 cell CPT
O=C(COC(=O)C1CCCO1)Nc1cccc(C(F)(F)F)c1 (configuration not stated),3%,-2%,-30%
CC[C@]12C(=O)N(C)C[C@H]([C@@H]3C(=O)N(Cc4ccccc4)C(=O)[C@@H]31)N2C(=O)c1ccc(C(F)(F)F)cc1,x,21%,-11%

Continuation:
structure,KAT2A inh,FEN1 inh,TDP1 cell CPT
O=C(Nc1ccc(COc2ccccc2)cc1)Nc1cccc(C(=O)O)c1,-3%,13%,7%
COc1ccc(C)cc1S(=O)(=O)Nc1ccc2c(c1)N(C(C)=O)CCC2,1%,1%,26µM*
CCOc1ccc(CN(C(=O)c2oc3cc(C)ccc3c2C)C2CCS(=O)(=O)C2)cc1 (configuration not stated),-5%,u,u
O=S(=O)(c1ccc2ccccc2c1)N1CCC(c2nc(-c3ccncc3)no2)CC1,1%,-11%,16µM*
CC(C)CCNC(=O)c1ccc(Cn2c(=S)[nH]c3ccccc3c2=O)cc1,2%,-15%,-9%
O=C(Nc1ccc(Br)cn1)c1cccc(C(=O)Nc2ccc(Br)cn2)c1,6%,-2%,u
O=C(N/N=C/c1cccc(Cl)c1)c1c(O)c2c([nH]c1=O)CCCC2,-29%,15%,u
CSc1ccc(CNC(=O)CCn2ccc3cc(S(=O)(=O)N4CCCC4)ccc32)cc1,-4%&-3%,4%&-23%,u
CSc1n[nH]c(NCc2cccs2)n1,-7%,-6%,-15%
CCc1nn(CC(=O)NCCCN(CC)CC)c(=O)c2cc3occc3n12,-6%,-7%,-20%
COC(=O)c1cccc(OC(N)=O)c1,2%,-8%,-3%
COc1ccc(C)cc1NC(=O)c1nnn(Cc2cc(C)ccc2C)c1N,-4%,-22%,u
Fc1ccc([C@@H]2Nc3ccccc3[C@@H]3C=CC[C@@H]32)cc1,-13%,6%,u
CN1CCN(C(=O)/C=C/c2cn(-c3ccccc3)nc2-c2ccc3c(c2)OCCO3)CC1,-13%,6%,-2%
CSCCC(NC(=O)c1ccc(Cl)cc1Cl)C(=O)N1CC(C)OC(C)C1 (configuration not stated),4%,-9%,-8%
N#CCC(=O)Nc1ccc(C(=O)OCC(=O)N2CCN(C(=O)c3ccco3)CC2)cc1,-13%,-21%,6%
O=C(CCC(=O)N1CCN(c2ccccc2F)CC1)c1ccc(F)cc1,-16%,-11%,1%
COc1ccc(S(=O)(=O)N(C)c2ccc(C(=O)NCc3ccncc3)cc2)cc1,3%,-8%,-15%
CCOC(=O)c1c(C)[nH]c(C)c1C(=O)CSc1nc2ccccc2n1CC,-5%,3%,u
COC(=O)CC1COc2ccccc2N1S(=O)(=O)c1ccc(OC)cc1 (configuration not stated),-12%,1%,3.7µM*
CC/C(=C(/c1ccccc1)c1ccc(OCC[N+](C)(C)C)cc1)c1ccccc1,x,0%,u
O=C(CSc1nc2ccccc2n1CC(=O)N1CCCCC1)N1CCCCC1,-3%,-3%,1%
CCCCOc1ccc(C)cc1CN(CCO)CCO,0%,8%,-9%
COCC(=O)Nc1nc(-c2ccccc2)ns1,1%,0%,-7%
CCOC(=O)Cc1csc(/N=C/c2c(O)n(-c3ccc(C)cc3C)c(=O)c3ccccc23)n1,-4%,-10%,u
COc1cc(CCC(=O)Nc2cc(C)cc(C)c2)cc(OC)c1OC,-1%,4%,-25%
COC(=O)CCC(=O)Nc1ccc(S(=O)(=O)Nc2cc(OC)nc(OC)n2)cc1,-1%,-5%,-13%
COc1ccc(C(C)=O)cc1CN(c1ccccc1OC)S(=O)(=O)c1cccs1,-4%,-11%,u
CCc1nc(NCCN)c(C#N)c2c1CSC(C)(C)C2,-9%,-16%,u
Cc1cc(NC(=O)CSCC(=O)OCC(=O)c2cccc(Br)c2)no1,u,-3%,u

structure,KAT2A inh,FEN1 inh,TDP1 cell CPT
CCSc1nc(C)nc2sc(C)c(C)c12,-4%,16%,1%
COc1cc2c(cc1OC)-c1cc(NC3CC3)nc(=O)n1CC2,-3%,7%,6%
CS(=O)(=O)N1CCC2(CCCN(C(c3ccccc3)c3ccccc3)C2)CC1,-12%,x,u
O=c1c(-c2ccccc2)c[nH]n1-c1cccc([N+](=O)[O-])c1,-4%,1%,-20%
Cc1nn(CC(=O)N/N=C/c2ccc3c(c2)OCO3)c(C)c1Br,25%,5%,-4%
COCCOCC(=O)Nc1ccc(S(=O)(=O)Nc2cc(C)nc(C)n2)cc1,-4%,40%[activator],16%
O=C(c1ccc(Cl)c(Cl)c1)N1CCN(Cc2ccc3c(c2)OCO3)CC1,-8%,-20%,-25%
CCOC(=O)c1c(C)[nH]c(C)c1S(=O)(=O)N1CCC(C(=O)NCc2cccc(C)c2)CC1,22%,-2%,-2%
CC(C)(C)c1ccc(OCCC(=O)OCC(=O)N2c3ccccc3NC(=O)C2(C)C)cc1,-20%,u,u
